ERK EGF block: qHTS Assay for Inhibitors of the ERK Signaling Pathway using a Homogeneous Screening Assay; Stimulation with EGF | HEK293-V1b, EGF-stimulated phospho-ERK AlphaScreen | 130,000 tested, 0.41% active | Potency, µM (highest dose often 11.5 µM), for inactives: at the top dose activity change, negative = inhibition, usual class: inhibitors | AID 1454, 2008; active = well fitted inhibition curve with a large enough effect; inconclusive = small, poorly fitted or top-dose-only effect, or effect the other way;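 note: plate controls were stimulated vehicle wells for no effect and unstimulated vehicle basal for full effect; nearly all actives have a fitted effect of over 55% in size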
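V1b-HEK293, 1% FBS o/n; cpd 30 min 37C; EGF 25 nM final, 5 min; lyse 10 min; AlphaScreen beads 5 h RT. Normalized DMSO basal vs EGF max; Hill AC50.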
Numbers without * were called inactive; u = inconclusive; & = joins results of further samples; [ ] = dose if it differs, or a comment. Potency is the fitted concentration of half-maximal effect. The list is partial; count on the stated rates, not on these rows.

SMILES	ERK EGF block
O=c1[nH]c(Cl)nc2c1ncn2C1OC(CO)C(O)C1O (stereo not drawn)	13%
C=CCn1c(-c2csc(-c3ccc(OC)c(OC)c3)n2)n[nH]c1=S	11%
CC(/C=C/C=C/c1ccccc1)=N\NC(=O)c1cccnc1	6%
CC(=O)Oc1c(/C=C(\C#N)C(N)=O)[nH]c2ccccc12	26%
Cc1ccc(S(=O)(=O)N2CCN(C(=O)CSc3nncs3)CC2)cc1	u
O=P(O)(O)CP(=O)(O)O	u
CC1(OC(=O)C2CCCC2)C(=O)C=C2C=C(c3ccsc3)N(CCc3c[nH]c4ccccc34)C=C2C1=O (stereo not drawn)	-13%[57.5 µM]
CCOC(=O)Nc1cccc(NC(=O)c2ccccc2F)c1	12%
O=C(NCC1CCCO1)c1ccc2c(=O)n(-c3ccc(F)cc3)c(=S)[nH]c2c1 (stereo not drawn)	-5%
O=C(CNc1c(Br)cc(Br)cc1Br)NN=C1CCCCC1	3%
CCN(CC)C(=O)Oc1nnc(SC(C)C)n1-c1ccc(Cl)cc1	9%[57.5 µM]
CCO[C@@H]1OC(C(=O)N2CCN(Cc3ccccc3)CC2)=C[C@H](c2ccccc2)[C@H]1CCCO	-20%[57.5 µM]

By substructure: the entries above with sulfur (five)
SMILES	ERK EGF block
C=CCn1c(-c2csc(-c3ccc(OC)c(OC)c3)n2)n[nH]c1=S	11%
Cc1ccc(S(=O)(=O)N2CCN(C(=O)CSc3nncs3)CC2)cc1	u
CC1(OC(=O)C2CCCC2)C(=O)C=C2C=C(c3ccsc3)N(CCc3c[nH]c4ccccc34)C=C2C1=O (stereo not drawn)	-13%[57.5 µM]
O=C(NCC1CCCO1)c1ccc2c(=O)n(-c3ccc(F)cc3)c(=S)[nH]c2c1 (stereo not drawn)	-5%
CCN(CC)C(=O)Oc1nnc(SC(C)C)n1-c1ccc(Cl)cc1	9%[57.5 µM]

The listing picks up with the 4 entries that preceded the break.
SMILES	ERK EGF block
O=C(NCC1CCCO1)c1ccc2c(=O)n(-c3ccc(F)cc3)c(=S)[nH]c2c1 (stereo not drawn)	-5%
O=C(CNc1c(Br)cc(Br)cc1Br)NN=C1CCCCC1	3%
CCN(CC)C(=O)Oc1nnc(SC(C)C)n1-c1ccc(Cl)cc1	9%[57.5 µM]
CCO[C@@H]1OC(C(=O)N2CCN(Cc3ccccc3)CC2)=C[C@H](c2ccccc2)[C@H]1CCCO	-20%[57.5 µM]
CCCNS(=O)(=O)c1ccc(CCC(=O)NCCc2ccc(OC)c(OC)c2)cc1	-9%
O=S(=O)(CCC(F)=C(F)F)c1nnnn1C1CCCCC1	-9%
CC(=O)c1ccc(NC(=O)c2noc3c2CCC3)cc1	-2%
CC(=O)Nc1ccc(S(=O)(=O)Nc2nc3ccccc3nc2-n2ccc(=NC(=O)c3ccc(F)cc3)cc2)cc1	-7%
S=C(Nc1ccccc1Cl)N1CCOCC1	0%
Cc1ccc(NC(=O)CSc2nnc3n2CCCCC3)cc1	7%
Cc1ccsc1/C=N/NC(=O)C1CC(=O)N(c2ccc(F)cc2)C1 (stereo not drawn)	-3%[57.5 µM]
Cc1cccc(C(=O)OCC(=O)NCC(C)C)c1O	2%
CCN1CCN(C(CC(C)C)c2nnnn2CS(=O)(=O)c2ccc(C)cc2)CC1 (stereo not drawn)	-6%
CCOc1cc(N2CCOCC2)c(OCC)cc1NC(=O)CN1C(=O)NC(C)(C2CC2)C1=O (stereo not drawn)	2%[57.5 µM]
CN(C)c1ccc(CC2C(=O)Nc3ccccc32)cc1 (stereo not drawn)	1%[57.5 µM]
Nc1ccc(NC(=O)NC2CCCCC2)cc1[N+](=O)[O-]	-10%

Another view of part of the listing above:
> CC(=O)Nc1ccc(S(=O)(=O)Nc2nc3ccccc3nc2-n2ccc(=NC(=O)c3ccc(F)cc3)cc2)cc1
  ERK EGF block = -7%

> CN(C)c1ccc(CC2C(=O)Nc3ccccc32)cc1 (stereo not drawn)
  ERK EGF block = 1%[57.5 µM]

Returning to the listing, repeating the three entries before the break.
SMILES	ERK EGF block
CCOc1cc(N2CCOCC2)c(OCC)cc1NC(=O)CN1C(=O)NC(C)(C2CC2)C1=O (stereo not drawn)	2%[57.5 µM]
CN(C)c1ccc(CC2C(=O)Nc3ccccc32)cc1 (stereo not drawn)	1%[57.5 µM]
Nc1ccc(NC(=O)NC2CCCCC2)cc1[N+](=O)[O-]	-10%
Oc1ccc(/C=C/c2cnccn2)cc1	0%[57.5 µM]
COc1ccc(C(C(=O)NC2CCCC2)N(C(=O)c2ccoc2C)c2ccccc2)cc1 (stereo not drawn)	-3%
Cc1c(O)cc(O)c2c(=O)c(-c3ccc(O)cc3)coc12	28%
CCCCC1=CC2=CC(=O)C(C)(OC(=O)CC)C(=O)C2=CN1CCc1ccccn1 (stereo not drawn)	4%[57.5 µM]
CCOc1ccc(OCc2ccc(C(=O)N3CCOCC3)cc2)cc1	-6%
CC(=O)c1ccc(NC(=O)COC(=O)c2nc(Cl)ccc2Cl)cc1	4%
COc1ccc(Cc2nnc(NC(=O)CSc3ccc(Cl)cc3)s2)cc1OC	-7%
CCCc1c(C(=O)Nc2cc(C(C)(C)C)on2)cnn1-c1ccccc1	u
COc1cc2c(cc1OC)CN(c1nc(-c3cccnc3)nc3ccccc13)CC2	3%
CCCCCOc1ccc(C(=O)OCC(=O)Nc2cc(C)c(C)cc2[N+](=O)[O-])cc1	8%
O=C(NCc1ccc(F)cc1)c1cc2ccccn2n1	3%
COC(=O)c1ccc(C(NC(=O)OCc2ccccc2)/C(=C/[C@@H](C)C(=O)NCc2ccccc2)c2cccnc2)cc1 (stereo partly drawn)	-4%
COc1ccccc1C(=O)Nc1ccc2nc(SCC(=O)N(C)C)sc2c1	-5%
CCOc1ccc(NC(=O)CN2C(=O)NC(CCSC)C2=O)cc1 (stereo not drawn)	-14%
COc1cccc(C(C(=O)NCc2ccco2)N(Cc2ccco2)C(=O)Cn2nnc3ccccc32)c1 (stereo not drawn)	6%
O=C(Nc1ccc(Br)cc1F)c1cccnc1	7%
O=C(CSc1ccc(-c2ccco2)nn1)c1ccccc1	-4%
O=C(NCc1nc(-c2ccccc2)no1)Nc1ccc(F)cc1	-8%
O=C(Nc1nc(-c2cccs2)cs1)c1ccc(Cl)s1	21%
O=C(O)c1ccccc1Nc1ccc([N+](=O)[O-])cc1C(=O)O	9%[57.5 µM]
O=C(Nc1nnc(Cc2ccc(Cl)cc2)s1)c1ccncc1	4%[57.5 µM]
O=c1c(-c2ccccc2)nc2cncnc2n1Cc1ccc(F)cc1	u
Cc1ccc2c(=O)oc(N(C)C)nc2c1	-5%
O=C(Nc1ccc(-c2nc3ccccc3[nH]2)cc1)c1c(F)c(F)c(F)c(F)c1F	1%
CCCNC(=O)Cc1c(OC)ccc2cc(Br)ccc12	4%
CC(=O)C1=C(C)NC(SCC(=O)c2ccc(F)cc2)=C(C#N)C1CC(C)C (stereo not drawn)	0%
CC(C)=C1SC(N2CCN(c3ccc(C)c(Cl)c3)CC2)=NC1=O	8%[57.5 µM]
COc1ccc(Br)cc1/C=N/NC(=O)c1ccc(OC)c(OC)c1	-12%
O=C(COC(=O)CCSc1ccccc1)NCc1ccccc1	-7%
Cn1cc2ccc(N)cc2n1	4%
COc1ccccc1CN1CCC2(CC1)CCN(C(=O)c1cccc(F)c1)CC2	2%
CCOC(=O)C1CCN(C(=O)c2ccccc2NC(=O)c2ccc(Br)cc2)CC1	2%
Cc1ccc(NC2c3ncccc3C(=O)N2Cc2ccco2)c(C)c1 (stereo not drawn)	-3%
CCOC(=O)c1cc2c(=O)n3ccccc3nc2n(C(C)C)c1=NC(=O)c1c(-c2ccccc2Cl)noc1C	1%
CCCCCCN(C(=O)CCCCCN1C(=O)NC(c2ccc(-c3ccccc3)cc2)C(C(=O)OCc2ccccc2)=C1C)C(C(=O)NCCCC)c1ccc(O)cc1 (stereo not drawn)	7%&-6%
O=C(c1cc2nc(-c3ccc(Cl)cc3)cc(C(F)(F)F)n2n1)N1CCOCC1	3%
O=C(CSc1nc2ncc(Cl)cc2[nH]1)c1c[nH]c2ccccc12	6%[57.5 µM]
CC[n+]1c(C)cc(C)n1-c1ccccc1	0%
O=C(NCc1ccc2c(c1)OCO2)c1ccc2c(c1)OCCO2	-14%[57.5 µM]
Cc1ccc(C)c(OCc2n[nH]c(=S)o2)c1	-24%[57.5 µM]
CN(Cc1ccccc1)C(=C(Cl)Cl)C(=C1NCCN1)[N+](=O)[O-]	1%
O=c1cc(CN2CCN(c3cccc(Cl)c3)CC2)c2cc(O)c(-c3ccccc3)cc2o1	-7%[57.5 µM]
Cn1cccc1/C=N/NC(=O)C(O)c1ccccc1 (stereo not drawn)	6%[57.5 µM]
Cn1c(=O)n(Cc2ccco2)c(=N)c2c3c(sc21)CCCC3	u
CCc1cc2c(=O)c(-c3ccc4c(c3)OCCO4)c(C)oc2cc1OS(C)(=O)=O	u
COc1ccc(N(Cc2cc3ccccc3[nH]c2=O)S(=O)(=O)c2ccccc2)cc1	-15%[57.5 µM]
O=C(Nc1ccc(S(=O)(=O)NC2=NCCCCC2)cc1)c1ccccc1Cl	-16%[57.5 µM]
CCOC(=O)C1C(c2ccccc2)C(C(=O)OCC)S(=O)(=O)C(CCN(CC)CC)S1(=O)=O (stereo not drawn)	2%
CCc1cccc(C)c1N(C(=O)Cn1c(CO)nc2ccccc21)C(C)COC (stereo not drawn)	1%
CC(=O)N1CCN(C)CC1	2%
COc1cc([N+](=O)[O-])ccc1-c1ccc(/C=N/NC(N)=O)o1	-19%[57.5 µM]
O=C(CCNC(=O)c1ccccc1)Oc1ccc([N+](=O)[O-])cc1	1%
COc1ccc(OC)c(NC(=O)N2CCCC(C(=O)c3ccccc3OC)C2)c1 (stereo not drawn)	0%
O=S1(=O)N=C2CCCCCN2C(c2ccccc2)N1 (stereo not drawn)	30%
O=S(=O)(c1cc(C(F)(F)F)ccc1Cl)N1CCN(c2ccccn2)CC1	-1%[57.5 µM]
COC(=O)Cn1c(=O)oc2ccc(C)cc21	-3%
CCOC(=O)c1sc(N(Cc2ccccc2)C(=O)COC(=O)c2ccc(O)cc2)nc1C	-1%
C/C(Cc1ccccc1)=N\NC(=O)CNC(=O)c1ccc(Cl)cc1	-4%[57.5 µM]
O=C(O)CCC(=O)N1CCC[C@H]1C(=O)O	-2%[57.5 µM]
O=C(O)c1ccc(-c2ccc(/C=C3\NC(=O)N(Cc4ccc(Cl)cc4)C3=O)o2)cc1	-2%[57.5 µM]
More compounds
SMILES	ERK EGF block
COc1ccc(/C=C/C(=O)c2ccccc2)cc1Cn1nnc2ccccc21	-9%
C/C(=N\NC(=O)CNC(=O)c1ccc2c(c1)OCCO2)c1ccco1	-3%[57.5 µM]
Cc1ccc(S(=O)(=O)c2c[nH]c3cc4c(cc3c2=O)OCO4)cc1	2%[57.5 µM]
CC(O)CCc1ccc(O)cc1 (stereo not drawn)	-7%
Cc1ccc(SCC(=O)N=C2NC(=O)CS2)cc1	1%[57.5 µM]
Cc1ccc(-c2ccc([C@H]3[C@@H]4C=CCC[C@@]4(C)C(=O)N3Cc3ccccc3)c(F)c2)cc1	-1%[57.5 µM]
O=C(CC1NCCNC1=O)NC1Cc2ccccc2C1 (stereo not drawn)	-7%[57.5 µM]
COc1ccc(NC(=O)CSc2nnc(N)s2)c([N+](=O)[O-])c1	-3%
Cc1ccc(C(=O)COc2cc(C)nc3nncn23)cc1	7%[57.5 µM]
CC(C)CC(=O)Nc1c2c(nn1-c1ccc(F)cc1)CSC2	-10%
CCn1c(=O)c2cc(C(=O)NC(C)C)sc2c2ccccc21	-9%[57.5 µM]
CCC(C)c1ccc(NC(=S)NCc2ccccc2OC)cc1 (stereo not drawn)	-8%
Cc1cccc(C(=O)NNc2ncnc3c2cnn3C)c1	-1%
COc1ccc(NC(=O)CSc2ccccc2)c(OC)c1	6%
